Screening results (PubChem)
Phagocyt inh: inhibitors of macrophage phagocytosis. J774A.1 macrophage IgG-bead phagocytosis, imaging. AID 1029. 110,000 compounds, 0.07% hits. inhibition, % at 5 µM;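 active = inhibition above the mean of the plate negative controls plus 5 SD, cut at about 13% in these data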;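 note: phagocytic index as fraction of beads internalized from green versus red external bead signal; plate controls were DMSO negative control for no effect and cytochalasin-D positive control for full effect; some results beyond the cut were filed as inactive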
GALR2 blocker: antagonists of human galanin receptor 2 (GALR2). inhibition, % at 4 µM. GALR2-expressing cells, antagonist mode. O43603. AID 828. 140,000 compounds, 0.39% hits; in the data active = inhibition above about 27%;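 note: cells stimulated with galanin 1-16 at roughly its EC80; 0% = agonist challenge control and 100% = basal control without agonist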
Target sequence (O43603 whole entry, looked up): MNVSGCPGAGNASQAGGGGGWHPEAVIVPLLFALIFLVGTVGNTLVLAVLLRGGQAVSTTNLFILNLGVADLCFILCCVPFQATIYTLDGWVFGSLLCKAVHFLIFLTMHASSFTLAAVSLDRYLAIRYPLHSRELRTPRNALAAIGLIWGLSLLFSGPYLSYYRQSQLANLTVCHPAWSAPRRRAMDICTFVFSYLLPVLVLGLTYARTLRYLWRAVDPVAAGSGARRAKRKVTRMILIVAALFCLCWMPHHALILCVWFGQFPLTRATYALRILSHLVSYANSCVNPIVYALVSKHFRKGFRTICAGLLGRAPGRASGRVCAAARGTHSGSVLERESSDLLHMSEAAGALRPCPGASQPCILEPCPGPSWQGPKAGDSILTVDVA
Yeast growth inh: yeast BB579 growth reduction in restrictive medium; S. cerevisiae BB579 growth, OD615, 48 h; inhibition, % at 10 µM; 140,000 compounds, 0.51% hits;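 active = inhibition above a set limit, 3 SD over the mean compound inhibition, cut at about 44% in these data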; note: inactives centre near -24
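System: Saccharomyces cerevisiae DeaD strain BB579, replicative lifespan model yeast. Buffer or medium: restrictive glucose-based CSMM-D medium. Doses: one dose, 10 µM compound with 0.25% DMSO. Timing: 4 h preincubation and 48 h exposure at 30 °C. Detection: turbidity as optical density at 615 nm. Benchmarks: amphotericin B 10 µg/mL, positive.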
PTEN del growth: PTEN-deleted cell growth suppression | HCT116 PTEN-null viability, CellTiter-Glo, 60 h; active compounds read low | viability, % at 10 µM | 140,000 compounds, 1.2% hits | AID 827;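 active = viability at or below a set limit, 4 SD under the median of all tested compounds, cut at about 3.7% in these data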;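 note: PTEN knockout HCT116 line with beta catenin targeted HCT116 as companion control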
NPY Y2 blocker: NPY-Y2 (human) receptor antagonism | 140,000 compounds, 0.99% hits | P49146 | AID 793 | NPY-Y2 expressing cells, antagonist mode | inhibition, % at 2.7 µM; in the data active = inhibition above about 17%;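 note: 0% = vehicle with agonist challenge and 100% = reference antagonist with challenge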
Target sequence (P49146 whole entry, looked up): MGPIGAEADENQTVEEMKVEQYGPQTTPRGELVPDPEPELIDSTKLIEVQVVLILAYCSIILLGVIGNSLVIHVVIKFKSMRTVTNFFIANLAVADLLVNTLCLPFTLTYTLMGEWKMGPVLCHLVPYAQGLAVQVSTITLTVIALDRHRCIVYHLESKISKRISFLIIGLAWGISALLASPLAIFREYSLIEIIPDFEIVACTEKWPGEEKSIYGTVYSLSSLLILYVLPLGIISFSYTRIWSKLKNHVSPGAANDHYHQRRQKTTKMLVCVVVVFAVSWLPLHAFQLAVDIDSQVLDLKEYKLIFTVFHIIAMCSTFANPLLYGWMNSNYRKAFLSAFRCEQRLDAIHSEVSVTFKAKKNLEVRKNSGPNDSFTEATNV
E-sel TNF inh: blocks E-selectin expression induced by TNF alpha. HUVEC TNFa-induced E-selectin immunofluorescence, high content. inhibition, % at 2 µM. 120,000 compounds, 0.71% hits. AID 1246;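 active = inhibition above the batch mean plus 3 SD, and confirmed as a hit on visual image review, cut at about 43% in these data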;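 note: 0% = TNF-stimulated DMSO wells and 100% = unstimulated control wells; not every result past the cut was called active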
Measles CPE: protection of cells from measles virus. Measles virus-infected cells, CPE protection, absorbance. protection (pct of control), % at 4 µM. 140,000 compounds, 1.5% hits. AID 841; in the data active = protection mostly above about 24%, no sharp cut-off; inactive = mostly below about 26%; note: some compounds called inactive have numbers as strong as hits
bCat KO growth: beta-catenin-lacking colon tumor cell growth suppression | HCT116 beta-catenin knockout viability, CellTiter-Glo, 60 h; active compounds read low | 140,000 compounds, 1.5% hits | viability, % at 10 µM;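 active = viability at or under a set limit, the compound median less 4 SD, cut at about 6% in these data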;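 note: 0% = Hyamine 1622 control at 20 µM and 100% = untreated cell control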
MRP1 act: MRP-1 activation; AID 799; 140,000 compounds, 0.61% hits; H69AR cells + doxorubicin, viability rescue, CellTiter-Glo; viability increase, % at 10 µM;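 active = viability gain under doxorubicin at or above a set limit, the compound median plus 3 SD, cut at about 4.7% in these data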;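 note: MRP-1 overexpressing cells given doxorubicin 25 µM after compound pretreatment; 18-22 h compound pretreatment then 72 h with doxorubicin before readout; 0% = doxorubicin-only wells and 100% = vehicle-treated cells without doxorubicin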
Yeast lifespan up: yeast lifespan extension; S. cerevisiae growth with nicotinamide, OD615; deaD strain in restrictive glucose medium; inhibition of the nicotinamide effect, % at 10 µM; 130,000 compounds, 0.68% hits;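 active = inhibition above a set limit, placed 3 SD over the median of all compounds, cut at about 26% in these data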;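 note: 0% = nicotinamide-treated wells and 100% = cells grown without nicotinamide; some compounds called inactive have numbers as strong as hits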
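Assay system: engineered S. cerevisiae DeaD replicative-lifespan strain, galactose-grown log-phase cells; Buffer or medium: CSMM-D glucose medium, restrictive; Probe or stimulus: nicotinamide 1.5 mM; Compound: single dose 10 µM compound, 0.25% DMSO; Schedule: 4 h preincubation then 48 h treatment at 30 °C; Technique: OD615 measurement.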
The depositor's hits bear a star; nt = no result given.

SMILES	Phagocyt inh	GALR2 blocker	Yeast growth inh	PTEN del growth	NPY Y2 blocker	E-sel TNF inh	Measles CPE	bCat KO growth	MRP1 act	Yeast lifespan up
Cc1cc(C)n(C(=O)c2cc3c(s2)CCCC3)n1	nt	6	-13	86	2	-24	6	89	-2.2	-28
COC(=O)Cc1cc(=O)[nH]c(/N=C(\N)Nc2ccccc2C)n1	nt	8	-3	95	1	-16	10	93	-2.1	nt
Cc1cc(=O)oc(C)c1C(=O)NCc1cccnc1	nt	8	0	102	1	12	9	99	-3.6	-13
CC(/C=C1\SC(=S)N(CCCC(=O)Nc2ccc(C(=O)O)c(O)c2)C1=O)=C\c1ccccc1	-4	-14	-13	100	0	nt	23	92	4.8*	-5
O=C(NC1CC1)C1CCCN(C(=O)Nc2ccc(F)cc2)C1 (configuration not stated)	-5	-3	-5	95	-2	9	15	80	-3.1	1
Cc1cc(NC(=O)CCCC(=O)N(c2ccccc2)C(C(=O)NC2CCCCC2)c2cccs2)no1 (configuration not stated)	nt	7	-5	93	-1	-5	14	90	2.7	nt
O=C(CN(Cc1ccco1)C(=O)c1cccc(Cl)c1)Nc1c(Cl)cc(Cl)cc1Cl	nt	7	-6	87	2	6	24	90	0.2	-5
Cc1cc(C)c(C)c(S(=O)(=O)ON2C(=O)c3ccccc3C2=O)c1C	nt	-4	-13	99	3	-38	2	85	-0.1	-15
O=C(O)/C(=C\c1ccco1)NC(=O)c1ccccc1	-7	4	-24	92	0	nt	30*	88	-1.2	15
O=C(c1sc2cccc(F)c2c1Cl)N1CCN(c2ncccn2)CC1	-1	-4	-12	92	4	nt	17	92	-2.2	-3
Cc1ccc(C)n1-c1nc(=S)[nH][nH]1	-1	-6	-27	87	3	0	20	99	-0.1	-8
O=C1CS/C(=C\[N+](=O)[O-])N1c1ccc(OC(F)(F)F)cc1	-3	-2	-25	89	-2	-26	2	93	-2.3	-12
COc1c(/C=N/NC(=O)c2ccccc2O)c(CCN(C)C(C)=O)cc2c1OCO2	-9	-2	-27	96	2	nt	8	90	-0.6	1
Cc1ccc(-c2nnc(SCc3ccc(C#N)cc3)n2Cc2ccco2)cc1	-2	5	-48	74	20*	5	16	70	-2.1	-10
CCCNC(=O)c1cc(-c2ccc(OC)cc2)on1	-1	-10	-67	105	2	8	24	64	-0.8	-7
NCC[C@H](O)C(=O)N[C@@H]1C[C@H](N)[C@@H](O[C@H]2O[C@H](CN)[C@@H](O)[C@H](O)[C@H]2O)[C@H](O)[C@H]1O[C@H]1O[C@H](CO)[C@@H](O)[C@H](N)[C@H]1O	nt	-2	3	106	3	nt	2	94	-0.5	2
NS(=O)(=O)c1ccc(CCNC(=O)C2CCCN(S(=O)(=O)c3cccnc3)C2)cc1 (configuration not stated)	0	-5	-9	97	2	-2	7	105	0.0	-5
Cc1ccnc(NS(=O)(=O)c2ccc(CC(C)C)cc2)c1	-1	0	-101	102	2	10	19	91	-0.2	-13
O=C(NCCc1ccc(Cl)cc1)C1CCC(=O)N1C1CCCC1 (configuration not stated)	nt	-11	-4	94	5	24	13	84	-1.2	-8
Cc1ccc(CSc2nnc(-c3cccnc3)o2)cc1	-1	-14	13	105	5	-18	20	105	2.0	-17
CCN(CC(=O)NCc1ccc(F)cc1)C(=O)COc1ccc(C)c(C)c1	0	-15	-9	91	1	8	14	88	-3.0	3
CCOc1cc2c(C#N)c(N3CCCCC3)nc(N)c2c(N)n1	0	-4	-31	88	0	4	13	82	-1.6	-11
O=C(CCNC(=O)Cn1ccc2ccccc2c1=O)NCCN1CCN(c2cccc(Cl)c2)CC1	0	14	-22	85	1	nt	1	78	-1.6	-6
CCCCCCC1CCC(c2nc(-c3ccncc3)no2)CC1 (configuration not stated)	-2	1	-51	85	2	3	25	81	1.8	-9
CCn1c(SCC(=O)NCc2ccccc2)nnc1-c1ccccc1O	0	9	-35	100	-3	-14	1	93	-1.0	-2
CC1(C)NC(=O)N(CC(=O)OCC(=O)Nc2cc(S(=O)(=O)N3CCCCCC3)ccc2Cl)C1=O	2	1	-36	95	0	nt	5	105	-2.1	-1
CCCCOC(=O)c1ccc(-c2ccc(/C=N/NC(=S)NCC)o2)cc1	0	-1	-38	81	2	2	5	90	-2.5	-8
O=C1c2ccccc2C(=O)N1CCCc1nc2ccccc2c(=O)n1Cc1ccco1	3	-8	6	86	3	10	8	89	-1.2	1
COc1ccc(Oc2cc(C)c3ccccc3n2)cc1	-1	9	-4	86	4	-13	28	91	0.7	-1
COc1ccccc1N(C)S(=O)(=O)c1ccc(C(=O)OCC(=O)c2c[nH]c3ccccc23)cc1	-3	20	-35	84	2	nt	5	81	-3.4	0
O=C1NCC(c2ccccc2)C1C(=O)N/N=C\c1ccc(-c2cccc(Cl)c2Cl)o1 (configuration not stated)	0	-5	-55	71	-2	19	10	71	-0.1	-11
CC(C)(C)NC(=O)c1ccc(COc2ccccc2Br)o1	-3	-13	-35	65	-1	nt	12	66	4.6	-15
Oc1ccccc1CNc1ccc(Br)cn1	nt	14	-24	36	151*	-21	3	20	-5.1	-16
O=S(=O)(c1cccc2nsnc12)N1CCN(c2ncccn2)CC1	-1	-2	-29	94	4	2	7	84	-1.1	0
O=C(Cc1cn2ccsc2n1)Nc1ccccc1Oc1ccccc1	0	-9	-59	95	-1	nt	23	93	-1.3	-4
O=C(OC1CCOC1=O)c1cccc(S(=O)(=O)Nc2ccc(F)cc2)c1 (configuration not stated)	-5	-13	-18	89	3	5	12	94	-2.3	1
CCc1ccccc1NC(=O)C(CC)Sc1nc2cc3c(cc2c(=O)n1Cc1ccco1)OCO3 (configuration not stated)	-1	4	-22	101	3	-6	7	102	-0.6	-19
CC(/C=C1\SC(=O)N(CC(=O)Nc2ccc(O)cc2)C1=O)=C\c1ccccc1	nt	6	-46	76	5	nt	30	78	8.7*	-1
COC(=O)C(C)Sc1snnc1-c1ccccc1 (configuration not stated)	-1	1	-69	102	0	5	4	94	0.3	-14
Cn1cnc2cc(NC(=O)c3ccc(Cl)cc3)ccc21	nt	1	9	93	3	nt	13	87	-2.4	-4
CCC12CCCN3CCC4(C(=C(C(=O)OC)C1)Nc1ccccc14)C32 (configuration not stated)	-1	14	-57	60	0	nt	7	55	-1.5	6
O=C(Cn1nc(-c2ccccc2)c2ccccc2c1=O)NCCN1CCOCC1	-2	5	-29	102	1	-46	11	88	-0.9	0
CC(C)Cc1cc(C(=O)Nc2cc(C(F)(F)F)ccc2Cl)no1	3	-2	-39	87	2	1	1	80	-2.8	-4
Cn1ncc(Br)c1C(=O)N1CCc2ccccc21	-2	11	-3	94	3	11	8	96	-2.9	0
COc1ccc(-c2cc(-c3nnc(COC(=O)C4CC4)o3)c3ccccc3n2)cc1OC	-7	11	-14	78	3	-11	6	70	-2.4	-2
COc1cc(C(=O)Oc2cccc(Nc3ncnc4ccccc34)c2)cc(OC)c1OC	-1	-6	-22	29	9	-17	12	38	-5.1	-9
Cc1ccccc1NC1c2ccccc2C(=O)N1Cc1ccco1 (configuration not stated)	0	-5	-7	76	5	nt	13	83	-4.3	-6
O=C(CCc1nc(-c2ccccc2F)no1)NCCN1CCN(Cc2ccccc2)CC1	2	-6	-4	80	1	nt	32	78	-3.7	-3
COCCNC(=S)N1CCN(C(=O)C(=O)Nc2ccc(C(=O)OC)cc2)CC1	-3	-6	5	100	3	nt	6	92	2.3	2
O=C(Cn1ccccc1=O)c1cccs1	1	9	-20	104	-2	-13	5	95	-1.5	-7
CC(=O)c1c[nH]c2ccc(C)cc2c1=O	1	-5	-9	102	4	-2	1	90	-0.6	-8
Cc1ccc(-n2c(C(C)n3nc(C)c([N+](=O)[O-])c3C)n[nH]c2=S)cc1 (configuration not stated)	nt	9	-14	82	2	3	3	75	-1.5	nt
COc1ccc(-c2nc(N)n(C(=O)c3ccccc3Cl)n2)cc1	0	-5	-4	100	6	nt	5	100	-3.2	-4
CCC(C)(C)n1nnnc1C(C(C)C)N1CCC(C(N)=O)CC1 (configuration not stated)	-1	-11	-1	105	6	-7	5	99	-1.7	-32
O=c1c(Cc2ccccc2)c(O)nc2n1CCS2	nt	9	-11	96	5	nt	2	84	-0.8	-16
CCSC(=O)NC12CC3CC(CC(C3)C1)C2	0	-10	-19	97	3	11	4	101	-1.5	14
CC(/C=C/c1ccc(OCc2ccccc2)cc1)=N\O	-2	21	-25	85	5	nt	9	72	-3.4	-2
CCCCN(C(=O)CN1CCOCC1)c1c(N)n(CC(C)C)c(=O)[nH]c1=O	-8	7	-32	102	1	-36	17	92	1.8	4
COC(=O)C(NC(C)=O)(Nc1ccccn1)C(F)(F)F (configuration not stated)	nt	-2	-24	102	-3	5	3	103	-0.6	-18
COC(=O)c1sc(=S)n(-c2cccc(Cl)c2)c1N	nt	-4	-42	100	-1	-1	nt	98	-1.1	-8

Further structures:
SMILES	Phagocyt inh	GALR2 blocker	Yeast growth inh	PTEN del growth	NPY Y2 blocker	E-sel TNF inh	Measles CPE	bCat KO growth	MRP1 act	Yeast lifespan up
CSc1ccc(/C=C/C(=O)c2ccc(O)cc2)cc1	0	-25	-6	5	7	nt	9	9	-6.8	-5
CCOC(=O)CCc1c(C)c2ccc(O)cc2oc1=O	-1	4	-31	103	4	23	3	104	0.0	-17
CCCCc1cc(=O)oc2c(CN3CCCC3)c(O)ccc12	1	0	-34	92	0	15	8	97	-0.7	-30
O=C(N/N=C/c1ccccc1F)c1ccc(COc2ccccc2Cl)o1	-5	8	-18	103	4	nt	10	94	-1.6	-4
Cc1cc([N+](=O)[O-])cnc1Sc1nccn1C	-4	4	-55	105	3	nt	12	102	-1.6	5
CCc1nc(SCC(=O)N2CCCc3ccccc32)c2oc3ccccc3c2n1	2	4	-50	36	8	9	2	48	-2.3	-19
COCCNC(=O)CSc1nc2cc3c(cc2c(=O)n1Cc1ccco1)OCO3	-2	12	-13	98	0	3	13	91	-3.6	-8
O=C(Nc1ccc(Cl)cc1)Nc1nc(-c2sccc2Br)cs1	nt	-4	-29	13	-3	-21	3	3.8*	-5.1	-12
CC1=C(C(=O)OCCOC(C)C)C(c2cccnc2)C2=C(CCCC2=O)N1 (configuration not stated)	2	7	-41	110	1	nt	2	98	-0.1	2
Cc1ccc(C(=O)n2cnnc2N)cc1C	2	-3	-3	100	2	-21	1	99	-0.5	-12
Cc1cc(=O)oc(C)c1C(=O)NCC1COc2ccccc2O1 (configuration not stated)	-2	5	-17	80	1	6	26	83	-0.7	-2
CCOC(=O)c1cnc(SCC(=O)Nc2ccc(N3CCOCC3)cc2)nc1N	-2	6	-30	108	1	-5	1	96	-0.2	-5
COc1cccc(Cn2nnc(C(=O)Nc3cc(Cl)ccc3OC)c2N)c1	0	0	-18	95	0	-1	2	92	1.5	-7
